14-3-3g Raf: alters human 14-3-3 gamma binding to Raf peptide | FP, 14-3-3gamma / TMR-pS259-Raf peptide binding | inhibition, % at 40 µM | 0.19% of 160,000 active; in the data active = inhibition above about 30%;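 note: 0% = protein plus tracer without compound and 100% = blank with tracer alone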
Target sequence (P61981 whole entry, looked up): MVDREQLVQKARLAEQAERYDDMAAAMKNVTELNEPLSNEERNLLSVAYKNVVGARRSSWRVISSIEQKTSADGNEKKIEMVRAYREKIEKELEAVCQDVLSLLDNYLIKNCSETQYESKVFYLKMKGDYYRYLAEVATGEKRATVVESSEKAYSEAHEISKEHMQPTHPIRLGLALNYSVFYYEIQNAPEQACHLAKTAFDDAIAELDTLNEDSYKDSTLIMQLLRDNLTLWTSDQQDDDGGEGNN
* = called active by the depositor; & = joins results of further samples. These rows are one share of the data; count on the stated rates, not on these rows.

For Cc1nn(C)c(C)c1S(=O)(=O)N1CCCC(C(=O)N2CCN(c3ccccc3)CC2)C1 (centres undefined) the results were 14-3-3g Raf -6.
CCC(=O)N1c2ccc(S(=O)(=O)NCCN(C)Cc3ccccc3)cc2CC1C (centres undefined) was read as 14-3-3g Raf 3.
For COc1ccc(-c2cc(C(=O)NCCCn3ccnc3)no2)cc1OC the results were 14-3-3g Raf -10.
For CCOc1ccc2oc(-c3ccccc3)c(C(=O)O)c2c1 the results were 14-3-3g Raf 8.
Screening Nc1ccc(-c2nc3cc([N+](=O)[O-])ccc3o2)cc1 returned 14-3-3g Raf -31.
`Oc1ccccc1OCc1nc2ccccc2s1` gave 14-3-3g Raf 2&-7.
For O=C(CCOc1ccccc1)Nc1nccs1 the results were 14-3-3g Raf -18.
Screening O=C(Nc1nc(-c2nc3ccccc3s2)cs1)C1COc2ccccc2O1 (centres undefined) returned 14-3-3g Raf 0.
For Cc1ccc(C=Nc2ccc(S(=O)(=O)Nc3ccccn3)cc2)cc1 the results were 14-3-3g Raf -11.
COc1ccc(OC)c(NC(=O)Cn2c(-c3ccc(Cl)cc3)noc2=O)c1 was read as 14-3-3g Raf 3.
For Cc1ccc(C(C)C)c(OCC(=O)Nc2ccc(-c3nc4ccccc4o3)c(O)c2)c1 the results were 14-3-3g Raf -332.
CC1CCN(c2ccc([N+](=O)[O-])c(SCCO)c2)CC1 was read as 14-3-3g Raf -8.
`Nc1ccc(Nc2ccccc2N)cc1` gave 14-3-3g Raf -63&4.
Screening O=C(c1ccccc1-c1nc(-c2ccc(Cl)cc2)no1)N1CCCC1 returned 14-3-3g Raf 2.
CC1(c2ccc(Cl)cc2)CC(C)(C)N(C(=O)CSC#N)c2ccccc21 (centres undefined) was read as 14-3-3g Raf -6.
Screening Cc1cc(-c2csc(NC(=O)c3cc4ccccc4o3)n2)c(C)n1C returned 14-3-3g Raf -34.
For Cc1ccc(C)c(N2CCN(C(=O)Cn3c(=O)n(CC4CCCO4)c(=O)c4ccccc43)CC2)c1 (centres undefined) the results were 14-3-3g Raf -7.
Screening Cc1ccc(N2C(=S)NC3c4ccccc4OC2(C)C3C)cc1 (centres undefined) returned 14-3-3g Raf 3.
`CCCOC(=O)c1ccc(NC(=O)c2ccccc2OC)cc1` gave 14-3-3g Raf -4.
Screening CCOC(=O)N1CCN(C(=O)Cn2c(C)cc3ccccc3c2=O)CC1 returned 14-3-3g Raf -5.
For CCc1ccc(NC(=O)CSc2nnc(Cc3cccn3C)n2-c2ccc(F)cc2)cc1 the results were 14-3-3g Raf 0.
For COc1ccc(C=C2SC(=O)N(C(C(=O)O)C(C)C)C2=S)cc1OC (centres undefined) the results were 14-3-3g Raf 1.
For O=C(c1cccs1)N1CCN(Cc2c[nH]c3ccccc23)CC1 the results were 14-3-3g Raf -21.
For COc1ccc(NC(=O)C(c2ccc(C)cc2)N(C)C(=O)Cc2cccs2)cc1 (centres undefined) the results were 14-3-3g Raf -11.
COc1cccc(C=Nc2ccc3oc(-c4cccc(F)c4)nc3c2)c1O was read as 14-3-3g Raf -18.
O=C(CSc1nc2c(cnn2-c2ccc(F)cc2)c(=O)[nH]1)c1ccccc1 was read as 14-3-3g Raf -12.
Screening COc1ccc(OC)c(S(=O)(=O)n2cnc3cc(C)c(C)cc32)c1 returned 14-3-3g Raf -8.
For CCCSc1nnc(CN2CCOCC2)n1C the results were 14-3-3g Raf 4.
For CCCC(=O)NC(c1ccc(C(C)C)cc1)c1cc(Cl)c2cccnc2c1O (centres undefined) the results were 14-3-3g Raf -1.
For Cc1cc(=O)n(CCc2ccccc2)c(O)c1C#N the results were 14-3-3g Raf -16.
CCOc1ccc(-n2c(=O)c3c(C)c(C)sc3n(CC(=O)NCc3ccc(C)cc3)c2=O)cc1 was read as 14-3-3g Raf -13.
For COC(=O)c1cc(SC#N)ccc1NC(=O)CN1C(=O)c2ccccc2C1=O the results were 14-3-3g Raf 10.
For c1ccc(CN=c2cccccc2NCc2ccccc2)cc1 the results were 14-3-3g Raf -47.
`O=C(O)c1ccc2c(c1)C1C=CCC1C(c1ccc(Br)cc1)N2` (centres undefined) gave 14-3-3g Raf -148.
Cc1ccc([N+](=O)[O-])cc1Nc1ccc2nonc2c1[N+](=O)[O-] was read as 14-3-3g Raf 2.
`COc1ccc(CNC(=O)Cn2cc3c(n2)CCCCC3)cc1` gave 14-3-3g Raf 2.
Cn1c(SCC(=O)NCc2ccc(F)cc2)nc2c([nH]c3ccccc32)c1=O was read as 14-3-3g Raf 1.
Screening COc1ccc(OCC(=O)Nc2ccc(S(=O)(=O)N3CCCCC3)cc2)cc1 returned 14-3-3g Raf 6.
Brc1cccc(C2CC(c3cccs3)n3ncnc3N2)c1 (centres undefined) was read as 14-3-3g Raf -2.
`Cc1[nH]c2ccc(OC(F)(F)F)cc2c1CCN1C(=O)OC2(CCCCC2)C1(C)O` (centres undefined) gave 14-3-3g Raf 3.

18 neighbouring records out of the list so far:
For Cc1nn(C)c(C)c1S(=O)(=O)N1CCCC(C(=O)N2CCN(c3ccccc3)CC2)C1 (centres undefined) the results were 14-3-3g Raf -6.
CCC(=O)N1c2ccc(S(=O)(=O)NCCN(C)Cc3ccccc3)cc2CC1C (centres undefined) was read as 14-3-3g Raf 3.
For COc1ccc(-c2cc(C(=O)NCCCn3ccnc3)no2)cc1OC the results were 14-3-3g Raf -10.
For CCOc1ccc2oc(-c3ccccc3)c(C(=O)O)c2c1 the results were 14-3-3g Raf 8.
Screening Nc1ccc(-c2nc3cc([N+](=O)[O-])ccc3o2)cc1 returned 14-3-3g Raf -31.
`Oc1ccccc1OCc1nc2ccccc2s1` gave 14-3-3g Raf 2&-7.
For O=C(CCOc1ccccc1)Nc1nccs1 the results were 14-3-3g Raf -18.
Screening O=C(Nc1nc(-c2nc3ccccc3s2)cs1)C1COc2ccccc2O1 (centres undefined) returned 14-3-3g Raf 0.
For Cc1ccc(C=Nc2ccc(S(=O)(=O)Nc3ccccn3)cc2)cc1 the results were 14-3-3g Raf -11.
COc1ccc(OC)c(NC(=O)Cn2c(-c3ccc(Cl)cc3)noc2=O)c1 was read as 14-3-3g Raf 3.
For Cc1ccc(C(C)C)c(OCC(=O)Nc2ccc(-c3nc4ccccc4o3)c(O)c2)c1 the results were 14-3-3g Raf -332.
CC1CCN(c2ccc([N+](=O)[O-])c(SCCO)c2)CC1 was read as 14-3-3g Raf -8.
`Nc1ccc(Nc2ccccc2N)cc1` gave 14-3-3g Raf -63&4.
Screening O=C(c1ccccc1-c1nc(-c2ccc(Cl)cc2)no1)N1CCCC1 returned 14-3-3g Raf 2.
CC1(c2ccc(Cl)cc2)CC(C)(C)N(C(=O)CSC#N)c2ccccc21 (centres undefined) was read as 14-3-3g Raf -6.
Screening Cc1cc(-c2csc(NC(=O)c3cc4ccccc4o3)n2)c(C)n1C returned 14-3-3g Raf -34.
For Cc1ccc(C)c(N2CCN(C(=O)Cn3c(=O)n(CC4CCCO4)c(=O)c4ccccc43)CC2)c1 (centres undefined) the results were 14-3-3g Raf -7.
Screening Cc1ccc(N2C(=S)NC3c4ccccc4OC2(C)C3C)cc1 (centres undefined) returned 14-3-3g Raf 3.

Next results
Cc1cc(OCc2nn[nH]n2)c2c(C)c(CC(=O)O)c(=O)oc2c1 was read as 14-3-3g Raf 2.
Screening CCCCC1CCC(C(=O)Oc2ccc(C(C)=O)cc2)CC1 (centres undefined) returned 14-3-3g Raf -57.
Screening CC(C)c1ccccc1NC(=O)c1ccccc1Br returned 14-3-3g Raf 0.
`CN(C1CCCCC1)S(=O)(=O)c1ccc(F)c(C(=O)Nc2ccc(Cl)cc2C(F)(F)F)c1` gave 14-3-3g Raf 6.
Screening CCC(C)OC(=O)C1=C(C)NC2=C(C(=O)CC(c3ccccc3)C2)C1c1ccc2c(c1)OCO2 (centres undefined) returned 14-3-3g Raf 3.
`O=C1NC(c2ccco2)Nc2sc3c(c21)CCCC3` (centres undefined) gave 14-3-3g Raf -28.
O=C(O)CCCC(=O)Nc1ccccc1-n1ccnc1 was read as 14-3-3g Raf -6.
Screening CC1=CC(=C2N=C(c3ccccc3)OC2=O)C=C(C)O1 returned 14-3-3g Raf -49.
`COc1ccccc1C(=O)Nc1c2c(nn1-c1ccccc1)CSC2` gave 14-3-3g Raf 0.
For Cc1cc(C)nc(NS(=O)(=O)c2ccc(NC(=O)Cn3c(=O)oc4ccccc43)cc2)n1 the results were 14-3-3g Raf -1.
For O=C(NC1CCCCCC1)c1ccc(CSCc2cccc(Cl)c2)o1 the results were 14-3-3g Raf -2.
`COc1ccc(Nc2nc(N)nc(CN3CCN(c4ccccn4)CC3)n2)cc1` gave 14-3-3g Raf -5.
`O=C(NCCN1CCC(Cc2ccccc2)CC1)C1CCCN(S(=O)(=O)c2cccs2)C1` (centres undefined) gave 14-3-3g Raf -14.
Screening Cc1nc2nc(SCC(=O)Nc3ccc(Br)cc3)nn2c(C)c1Cc1ccccc1F returned 14-3-3g Raf -24.
Nc1nc2ccc(N3CCOCC3)cc2s1 was read as 14-3-3g Raf -2.
For CC(=O)C1=C(O)C(=O)N(Cc2cccnc2)C1c1ccccc1 (centres undefined) the results were 14-3-3g Raf -3.
Screening CSc1nc2c(c(=O)[nH]1)C(c1cccnc1)C(C(=O)OC(C)C)=C(C)N2 (centres undefined) returned 14-3-3g Raf -5.
For CCOC(=O)c1ccc(NC(=O)C2CCC(C(C)(C)C)CC2)cc1 (centres undefined) the results were 14-3-3g Raf -5.
Screening CC1CCC(NC(=O)CCC(=O)Nc2nc(-c3cc4ccccc4oc3=O)cs2)CC1 (centres undefined) returned 14-3-3g Raf -1.
Screening O=C(NCC1CCCO1)c1cccs1 (centres undefined) returned 14-3-3g Raf -5.
Screening c1ccc(Cn2cc(CN3CCN(c4ccccc4)CC3)c3ccccc32)cc1 returned 14-3-3g Raf -9.
Screening O=c1c2cc(F)ccc2[nH]c(=S)n1CCc1ccc(Cl)cc1 returned 14-3-3g Raf -2.
`Cc1ccc(-n2c(=O)[nH]c3ccsc3c2=O)cc1` gave 14-3-3g Raf 7.
For CC(C)NC(=O)CCNC(=O)c1ccc(F)cc1 the results were 14-3-3g Raf -4.
CCOC(=O)CSC(C)C(=O)Nc1nnc(C(C)C)s1 (centres undefined) was read as 14-3-3g Raf -1.
`CCCCC/C=C\CC(O)/C=C/c1cccc(CC(O)CCCCO)n1` (centres undefined) gave 14-3-3g Raf 0.
`Cc1cc2c(c(=O)[nH]1)C(=O)OC2=Cc1ccco1` gave 14-3-3g Raf -165.
For O=c1c2cn[nH]c2[nH]c(=S)n1-c1ccccc1F the results were 14-3-3g Raf -5.
O=C(NC1CCCCCCC1)c1c(O)c2ccccc2[nH]c1=O was read as 14-3-3g Raf -20.
COc1ccc(OC)c(-c2cc(C(=O)NCc3ccco3)no2)c1 was read as 14-3-3g Raf 1.
`COCCNC(=O)c1nn(-c2ccccc2OC)c(=O)c2ccccc12` gave 14-3-3g Raf 0.
`COc1ccccc1CN1CCN(Cc2c[nH]c3ccccc23)CC1` gave 14-3-3g Raf -2.
Screening O=C(c1ccc2c(=O)n(Cc3ccc4c(c3)OCO4)c(=S)[nH]c2c1)N1CCc2ccccc21 returned 14-3-3g Raf -23.
For O=C(Nc1cccc(NS(=O)(=O)c2ccc(CCCl)cc2)c1)c1ccccc1 the results were 14-3-3g Raf -40.
CCC(=O)N1CCc2cc(S(=O)(=O)NC(C)c3ccccc3)ccc21 (centres undefined) was read as 14-3-3g Raf -1.
`COCCNC(=O)c1c[nH]c2ccc(S(=O)(=O)N3CCC(C)CC3)cc2c1=O` gave 14-3-3g Raf -6.
`CCC(=O)c1cc(F)c(N2CCN(S(=O)(=O)c3ccc(C)cc3)CC2)cc1C` gave 14-3-3g Raf -2.
Screening CCCCCn1c(=O)[nH]c2cc(C(=O)NC(C)C)ccc2c1=O returned 14-3-3g Raf -3.
Screening O=C(CC12CC3CC(C1)CC(CC(=O)N1CCCC1)(C3)C2)N1CCCC1 returned 14-3-3g Raf -2.
`CC(=O)c1c(N2CCCCC2)nc(=S)n(-c2ccccc2)c1C` gave 14-3-3g Raf -8.
`CCn1c(=O)cc(OCC(=O)N(C)C2CCCCC2)c2ccccc21` gave 14-3-3g Raf 0.
`CCN(CC)S(=O)(=O)c1cc(-c2nnc(Nc3ccc(OC)c(C(N)=O)c3)c3ccccc23)ccc1C` gave 14-3-3g Raf -8.
For COc1ccc(NC(=O)CC2SC(=NCc3ccccc3OC)NC2=O)cc1 (centres undefined) the results were 14-3-3g Raf -4.
For COc1ccc(S(=O)(=O)N(CC(=O)Nc2ccccc2Br)Cc2ccccc2)cc1 the results were 14-3-3g Raf 7.
For FC(F)(F)c1ccc(-c2noc(-c3ccccc3Br)n2)cc1 the results were 14-3-3g Raf 0.
For CC(=O)N1CCc2cc(Br)cc(S(=O)(=O)CCC(=O)NCc3ccc(Cl)cc3)c21 the results were 14-3-3g Raf -5.
`CSc1nnc2n(-c3ccc(C)cc3)c(=O)c3c4c(sc3n12)COC(C(C)C)C4` (centres undefined) gave 14-3-3g Raf 4.
For CCOc1ccc(C2=CC(c3cc(OC)ccc3OC)n3ncnc3N2)cc1 (centres undefined) the results were 14-3-3g Raf -22.
COc1ccc(OC)c(NC(=O)C2(S(=O)(=O)c3ccc(C)cc3)CC2)c1 was read as 14-3-3g Raf -2.
CCOC(=O)C(=O)c1csc(NC(=O)c2ccco2)n1 was read as 14-3-3g Raf -6.
Screening O=C(Nc1ccc(NC(=O)c2ccccc2F)cc1)c1cccs1 returned 14-3-3g Raf -6.
CCCCN(CCCC)C(=O)Cn1c(=O)oc2cc(Cl)ccc21 was read as 14-3-3g Raf -4.
For O=C(COC(=O)c1ccccc1Cl)c1ccc([N+](=O)[O-])cc1 the results were 14-3-3g Raf 3.
Screening CSc1nnc(Cc2cc(=O)[nH]c(=O)[nH]2)n1-c1ccc(F)cc1 returned 14-3-3g Raf -5.
Screening Cc1ccc2nc(NC(=O)c3cc(-c4cccs4)nc4ccccc34)sc2c1 returned 14-3-3g Raf -28.
`COc1ccc2cc3cc(C(=O)Nc4cccc(C(F)(F)F)c4)sc3nc2c1` gave 14-3-3g Raf -2.
O=C(c1ccco1)N1CCN(C(=O)C(NS(=O)(=O)c2ccc(Br)s2)c2ccccc2)CC1 (centres undefined) was read as 14-3-3g Raf -8.
Screening CCOC(=O)c1sc2nc(C)nc(NC(C)CC)c2c1C (centres undefined) returned 14-3-3g Raf 7.
Screening CCC(=O)N1CCc2cc(S(=O)(=O)NC(CC(C)C)C(=O)N3CCc4ccccc43)ccc21 (centres undefined) returned 14-3-3g Raf -7.
